LGR2 antag: inhibitors of bursicon-induced Drosophila LGR2 receptor cAMP signaling | HEK293 LGR2, CRE-luciferase, bursicon-stimulated, 4 h | inhibition, % at 9.99 µM | 380,000 compounds, 0.35% hits;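 active = drop in luminescence signal, shown as inhibition above about 50% in the replicate tests, limit read from the data, passing the limit was not always enough; inconclusive = probably only some replicates passing the limit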;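 note: agonist challenge used bursicon conditioned medium at about half maximal strength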
PGC1a acetyl inh: lowers PGC1a acetylation signal in U2OS cells; AlphaScreen anti-acetyl-lysine; with virally co-expressed GCN5 acetyltransferase; inhibition, % at 15.6 µM; 350,000 compounds, 0.17% hits;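 active = every replicate shows inhibition of at least 40%; inconclusive = mean inhibition at least 40% but some replicate below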;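 note: 0% = neutral control wells and 100% = positive control wells; some results beyond the cut were filed as inactive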
PglD inh: PglD (C. jejuni) enzyme inhibition; purified PglD enzyme, DTNB colorimetric CoA detection; inhibition, % at 12.5 µM; 360,000 compounds, 0.098% hits; AID 602405; in the data active = inhibition above about 16%, passing the limit was not always enough; inconclusive = no clear call, values can overlap the other calls; note: strong numbers were not always called active
PAX8 inh HTS: lowers PAX8-driven luciferase in RMG-I cells; 360,000 compounds, 1.2% hits; RMG-I TPO-luciferase reporter, SteadyGlo, 24 h; inhibition, % at 12.6 µM;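 active = mean replicate inhibition at least 60% with every replicate also reaching 60%; inconclusive = only one of the two criteria is met; inactive = mean below 60% and not all replicates reaching 60%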;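 note: luciferase light reporting Pax8 driven TPO promoter activity; plate controls were median of neutral control wells for no effect and mitoxantrone controls for full effect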
EWS-Fli block: inhibitors of EWS/Fli oncoprotein transcriptional activity; inhibition, % at 12.6 µM; 350,000 compounds, 0.67% hits; A673 NR0B1-luciferase reporter, viability-normalised;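 active = mean inhibition of at least 50% after viability correction, with every replicate also passing that limit; inconclusive = mean reaches 50% but only one of two replicates passes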;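 note: firefly luciferase signal divided by Alamar Blue viability fluorescence both relative to DMSO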
ERAP1 inh: inhibitors of human ERAP1 aminopeptidase; recombinant ERAP1, Leu-AMC fluorescence, 60 min; inhibition, % at 10.7 µM; 340,000 compounds, 0.15% hits; AID 652197;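 active = mean replicate inhibition of at least 30%, or all replicates individually reaching that 30% level; inactive = mean below 30% and not every replicate reaching it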;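 note: 0% = neutral control wells and 100% = L-leucinethiol positive control wells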
Target sequence (Q9NZ08 whole entry, looked up): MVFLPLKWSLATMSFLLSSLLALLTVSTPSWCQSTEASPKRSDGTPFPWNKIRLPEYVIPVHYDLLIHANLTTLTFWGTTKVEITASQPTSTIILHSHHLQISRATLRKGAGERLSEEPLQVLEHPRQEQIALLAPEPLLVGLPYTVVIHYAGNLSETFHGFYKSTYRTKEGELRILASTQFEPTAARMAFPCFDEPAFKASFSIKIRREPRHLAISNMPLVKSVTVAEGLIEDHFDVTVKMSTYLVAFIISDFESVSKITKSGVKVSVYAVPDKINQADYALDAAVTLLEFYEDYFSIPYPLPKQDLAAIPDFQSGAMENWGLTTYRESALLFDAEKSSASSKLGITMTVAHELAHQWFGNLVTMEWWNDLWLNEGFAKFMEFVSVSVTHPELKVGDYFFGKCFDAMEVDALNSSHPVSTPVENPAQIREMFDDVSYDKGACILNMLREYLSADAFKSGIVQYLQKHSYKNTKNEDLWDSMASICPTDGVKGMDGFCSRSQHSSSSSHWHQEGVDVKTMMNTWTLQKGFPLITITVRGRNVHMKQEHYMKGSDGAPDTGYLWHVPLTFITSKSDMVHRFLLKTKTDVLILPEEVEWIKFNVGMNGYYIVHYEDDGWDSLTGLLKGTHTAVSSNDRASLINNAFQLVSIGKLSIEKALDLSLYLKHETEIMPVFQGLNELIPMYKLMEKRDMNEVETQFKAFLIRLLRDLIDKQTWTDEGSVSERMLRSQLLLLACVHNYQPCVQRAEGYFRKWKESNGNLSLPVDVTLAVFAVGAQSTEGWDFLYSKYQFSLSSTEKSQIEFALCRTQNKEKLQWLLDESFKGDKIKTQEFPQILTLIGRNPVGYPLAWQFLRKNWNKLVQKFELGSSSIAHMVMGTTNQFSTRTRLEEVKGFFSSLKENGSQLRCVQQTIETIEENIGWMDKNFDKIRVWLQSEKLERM
S100A4 MyoIIA: S100A4-myosin IIA interaction inhibition; S100A4/TAMRA-MyoIIA peptide fluorescence polarization; inhibition, % at 10.7 µM; 360,000 compounds, 0.14% hits; AID 652163;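 active = mean inhibition of at least 70% across replicates, with every replicate also reaching that level; inconclusive = mean inhibition reaches 70% but some replicates fall short; inactive = mean inhibition below 70%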
Target sequence (P26447 whole entry, looked up): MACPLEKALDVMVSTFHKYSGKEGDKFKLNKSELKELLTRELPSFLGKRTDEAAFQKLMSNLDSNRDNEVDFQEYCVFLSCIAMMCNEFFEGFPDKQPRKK
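Material: S100A4 monomer protein | Medium: HEPES pH 7.2 with CaCl2, KCl, NaCl, DTT, Triton | Reagent: Labelled myosin peptide probe, 5 nM | Doses: One dose per compound | Times: 5 min incubation before reading | Benchmarks: Neutral control DMSO, positive control TFP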
FN deposition inh: fibronectin deposition inhibition; AH1F fibroblasts, Alexa488-fibronectin deposition fluorescence, overnight; inhibition, % at 12.6 µM; 350,000 compounds, 0.086% hits; AID 743247;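 active = mean inhibition across replicates of 30% or more, regardless of how many single replicates reach that level; inconclusive = mean under 30% yet at least half of replicates reach 30%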;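 note: positive control wells lacked labelled fibronectin entirely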
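Material: AH1F fibroblast monolayer depositing Alexa488-labelled fibronectin into matrix | Input: 10000 AH1F cells/well | Medium: DMEM plus 2% serum, read in PBS | Reagent: Alexa488-fibronectin, 24 nM final in well | Compound dosing: One dose per compound, pinned | Schedule: 1 h adhesion, overnight exposure | Measured by: Fluorescence at 485 nm excitation, 525 nm emission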
* marks the source's active call; other numbers are inactive results; ? = inconclusive; · = not tested or not shown.

structure,S100A4 MyoIIA,PGC1a acetyl inh,EWS-Fli block,FN deposition inh,LGR2 antag,PAX8 inh HTS,ERAP1 inh,PglD inh
COc1cccc(CN2[C@@H](CO)[C@@H](c3ccccc3)C23CN(C(=O)C2CCOCC2)C3)c1,-4.3,-6.5,0.3,·,-3.4,·,-2.0,·
COc1cccc(C(=O)OCc2ccccc2C#N)c1O,·,-11.4,·,-2.7,·,-29.7,·,-0.1
CC(C)C(NC(=O)C1CC(=O)N(Cc2ccccc2)C1)c1nc2ccccc2[nH]1 (centres undefined),-3.5,8.3,-3.1,-5.9,-16.9,·,-9.2,-0.3
CC(C)N1CCC(N2CCN(Cc3ccc4nsnc4c3)CC2CCO)CC1 (centres undefined),7.4,-13.5,1.3,·,-9.7,15.8,-1.1,6.4
COc1cccc(-c2cc(NC=O)c3ncc(-c4cc(OC)c(OC)c(OC)c4)n3c2)c1,-1.6,-47.4,52.6*,4.4,-16.6,26.2,10.5,-2.9
CC1CCCCN1C(=O)CNCc1ccc(F)cc1 (centres undefined),0.3,11.3,-16.0,-2.9,-9.7,-15.4,0.0,8.9
O=C(NNC(=O)C1CCN(c2ncccn2)CC1)c1ccccc1,9.0,·,-1.1,5.7,19.2,-1.7,-2.1,·
O=C(C[C@@H]1C=C[C@H](NS(=O)(=O)c2ccccc2)[C@@H](CO)O1)N1CCC(Cc2ccccc2)CC1,7.0,-12.6,-5.0,·,5.4,10.5,2.5,·
C[C@H](CO)N1C[C@H](C)[C@H](CN(C)C(=O)Nc2cccc3ccccc23)OCCCC[C@H](C)Oc2ccc(NC(=O)c3ccncc3)cc2C1=O,-0.2,4.2,-110.3,·,-4.8,-21.8,-6.4,0.7
O=C(NCc1nnc(SCC(=O)N2CCN(c3ccccc3)CC2)o1)c1ccccc1,1.4,·,·,·,1.3,6.6,-3.3,4.5
Clc1ccc(CNc2ccccc2NCc2ccc(Cl)nc2)cn1,1.7,-11.6,-2.0,-4.2,11.1,13.3,-4.4,·
C=CCN1C=C2C(=O)C(C)(OC(=O)C3CCCC3)C(=O)C(c3ccccc3)=C2C=C1CCCC(=O)OC (centres undefined),-1.4,-0.1,-8.7,6.0,-7.7,-4.0,6.6,0.6
COCCNS(=O)(=O)c1cc(OC)c(C)cc1C,-7.5,-13.9,-1.5,3.1,10.5,19.4,-2.2,-0.4
C[C@@H]1CN([C@@H](C)CO)S(=O)(=O)c2ccc(-c3cccc(C(=O)N(C)C)c3)cc2O[C@H]1CN(C)Cc1ccc2c(c1)OCO2,6.9,-5.6,-15.4,·,22.4,15.7,-0.2,1.0
CS(=O)(=O)Nc1ccc2c(c1)[C@@H]1C[C@@H](CC(=O)NCc3ccccc3)O[C@H](CO)[C@@H]1O2,-3.6,-8.0,-2.9,-1.7,8.5,4.5,-1.3,-2.0
CCC(C)NC(=O)c1ccc(-n2c(=S)[nH]c3ccccc3c2=O)cc1 (centres undefined),0.9,-3.6,3.7,1.9,23.6,-3.6,-2.0,-2.8
CCC(=O)N1CCCCN2[C@H](C1)[C@@H](c1ccc(C#Cc3ccccc3F)cc1)[C@@H]2CO,6.3,-20.8,8.7,·,5.1,8.1,7.1,11.7
CCOC(=O)C1CCCN(C(=O)c2sc3nc(-c4ccc(OC)cc4)cn3c2C)C1 (centres undefined),-0.5,·,·,10.3,-2.5,·,3.4,0.0
COc1ccc(-c2noc(N3CCC(C(=O)N(C)c4ccccc4)CC3)n2)cc1,0.2,-5.5,-4.1,6.7,3.6,-16.7,0.6,-1.7
CC(=O)Nc1cccc(C(=O)OCC(=O)NC2CCCCCCC2)c1,1.2,-5.8,-5.7,5.4,-21.1,-15.0,-0.8,·
C[C@H](CO)N1C[C@H](C)[C@H](CN(C)C(=O)Nc2ccccc2)Oc2ncc(C#CC3CCCC3)cc2C1=O,9.2,-7.7,-6.1,-3.5,10.7,-12.5,1.6,-0.4
CCC(=O)Nc1ccc2c(c1)C(=O)N(C)C[C@@H](OC)[C@@H](C)CN(C(=O)c1ccncc1)[C@H](C)CO2,-3.0,10.5,8.9,-3.9,7.6,10.5,1.3,-2.0
CCCCCCN1C[C@H](O)[C@@H](n2cc(-c3ccc(F)cc3)nn2)C[C@@H]1c1ccc(C)cc1,-2.2,-9.7,-3.4,-3.6,-6.2,-8.9,-2.3,-3.8
O=C(CN(Cc1ccccc1Cl)C(=O)c1csnn1)NC1CCCC1,-26.8,·,-1.9,4.7,-7.6,-22.9,0.9,3.2
N#Cc1ccccc1NC(=O)c1ccccc1OCC(=O)Nc1ccc2c(c1)oc1ccccc12,7.7,-3.6,-1.3,·,2.3,·,0.1,-1.7
O=C(O)COc1ccc2oc3ccccc3c2c1,-1.7,·,14.9,6.5,-11.0,9.0,-0.8,-5.3
CCCNC(=O)C[C@@H]1C[C@H]2c3cc(NC(=O)c4cccnc4)ccc3O[C@H]2[C@@H](CO)O1,·,3.2,3.9,-4.5,-10.4,-0.6,·,5.0
COc1ccc(C(=O)COC(=O)CCN2C(=O)C3C4CC(C(Br)C4Br)C3C2=O)cc1 (centres undefined),·,4.6,·,15.2,·,-8.4,·,-0.9
O=C(c1ccncc1)N1C[C@H]2[C@@H](c3ccccc31)[C@H](CO)N2Cc1ccc(F)cc1,-0.8,-2.3,-1.6,·,-0.8,12.6,-0.9,1.4
COc1cc(/C=C2\SC(N3CCCCC3)=NC2=O)cc(OC)c1OC,1.5,·,13.2,1.6,2.6,20.3,4.6,·
C[C@H](CO)N1C[C@H](C)[C@H](CN(C)Cc2ccncc2)Oc2cc(C3=CCCCC3)ccc2S1(=O)=O,5.2,-11.1,1.1,·,7.4,·,0.6,0.0
O=C(c1cccc(F)c1)N1CCN(C(=O)c2cc3nc(-c4ccco4)cc(C(F)(F)F)n3n2)CC1,-6.4,·,-0.2,-2.6,-8.4,-2.4,-6.9,2.0
CCCNC(=O)[C@H]1[C@H](CO)[C@H]2Cn3c(ccc(-c4cccc(F)c4)c3=O)[C@H]2N1C(C)=O,?,·,-6.6,·,-7.6,2.0,0.5,0.4
CN1c2ccc(-c3cccc(F)c3)cc2[C@@H]2[C@@H](CCN2C(=O)C2CCC2)[C@@H]1CO,-4.0,·,-14.2,-29.6,1.1,·,-9.6,·
CCN1[C@@H]2c3ccc(-c4ccccc4)c(=O)n3C[C@H]1[C@H](CO)[C@H]2C(=O)NCCCN1CCOCC1,-2.0,·,0.5,·,2.9,·,0.2,0.8
CC(=O)c1ccc(S(=O)(=O)N2CCC(c3nc4ccccc4[nH]3)CC2)cc1,-28.7,·,-16.8,-1.9,-2.7,7.3,-2.0,3.4
CN(NC1OC(=O)c2ccccc21)c1ncc(Cl)cc1C(F)(F)F (centres undefined),4.4,7.7,-1.3,-21.8,6.3,-6.3,1.4,2.0
CCOCCn1c(=NC(=O)CSCC(=O)N2CCOCC2)sc2cc(OC)ccc21,-15.7,·,2.9,0.3,1.3,1.8,1.0,1.7
N#Cc1cnn2cc(CCN3CCOCC3)c(-c3ccc(F)cc3)nc12,-6.6,·,8.4,-5.7,6.0,-16.6,-4.6,0.9
COc1ccc(C[C@H]2CN3C(=NC[C@H]3Cc3ccccc3)N2CCNC(=O)CCC2CCCCC2)cc1,-9.8,3.4,8.7,-9.9,·,27.2,0.4,1.9
COc1ccc(NC(=O)N2CC[C@@H]3[C@@H](CO)N(C)c4ccc(Br)cc4[C@@H]32)cc1,3.9,-3.5,-16.1,-50.6,-14.4,25.3,0.7,1.2
Cc1occc1C(=O)N/N=C/C1=C(N2CCOCC2)C(=C/c2ccc(Cl)cc2Cl)/CC1,2.2,7.4,4.0,-7.1,-3.8,-14.7,3.6,5.3
CC(=O)N1[C@@H]2c3cccc(=O)n3C[C@@H]2[C@@H](CO)[C@@H]1C(=O)NCc1ccccc1F,39.3,·,2.4,·,-4.8,-6.8,-1.3,-1.3
O=C(Nc1cccc2ccccc12)c1cccc([N+](=O)[O-])c1,-0.8,7.2,-10.7,-1.3,4.2,10.4,-2.0,-5.9
COC(=O)c1cc(C)sc1NC(=O)CC1Nc2ccccc2NC1=O (centres undefined),-1.6,4.0,-1.4,8.0,-6.5,4.6,0.4,11.7
Cc1ccc(S(=O)(=O)Nc2ccc3c(c2)C(=O)N([C@H](C)CO)C[C@@H](C)[C@H](CN(C)Cc2ccncc2)OCCCC[C@@H](C)O3)cc1,-5.9,-12.9,3.3,-8.6,7.7,1.1,-3.2,6.0
CC(=O)C1=C(C)N(CC2CC2)C(=O)N[C@H]1c1ccc(Br)cc1,-1.6,2.2,-2.7,-0.2,-4.9,7.5,-1.5,-3.6
CN(C)C(=O)c1ccc(-c2ccccc2[C@H]2[C@@H](CO)N(C(=O)C3CCC3)[C@H]2C#N)cc1,1.9,-13.9,-6.4,-5.5,0.8,-1.3,-2.2,·
COc1ccccc1CN(C)S(=O)(=O)c1cccs1,-4.5,·,-8.1,-7.2,-13.3,-27.2,-3.6,4.2
Cc1cccc(Cn2c(N(C)Cc3ccccc3)nc3c2c(=O)[nH]c(=O)n3C)c1,-2.6,-14.9,7.7,12.2,-14.7,17.0,2.4,-5.1

The list goes on.
structure,S100A4 MyoIIA,PGC1a acetyl inh,EWS-Fli block,FN deposition inh,LGR2 antag,PAX8 inh HTS,ERAP1 inh,PglD inh
O=C(CSc1nnc(C2CC2)n1C1CC1)N1CCN(c2ccc(O)cc2)CC1,0.6,11.1,-8.4,4.1,-12.8,10.1,4.3,2.8
Cc1ccc(N=Nc2ccc3ccccc3c2O)cc1,34.8,·,54.7*,0.9,30.1,-26.1,2.9,-5.8
C/C=C/c1cnc2c(c1)C(=O)N([C@@H](C)CO)C[C@@H](C)[C@H](CN(C)C(=O)NCCC)O2,33.2,15.3,-3.9,-14.6,1.1,·,2.0,-1.8
C[C@H]1CN([C@@H](C)CO)C(=O)c2cc(C#Cc3ccccc3)cnc2O[C@@H]1CN(C)Cc1ccccn1,-9.7,-10.0,4.3,-11.3,10.5,2.0,2.9,16.1
CC(C)CC#Cc1ccc([C@H]2[C@@H](CO)N3C(=O)CN(C(=O)c4cccc(F)c4)C[C@@H]23)cc1,1.2,-2.1,-0.4,0.0,-4.6,2.9,-3.2,·

Screens deposited in PubChem BioAssay by Broad Institute.

The order is random, and some 2.1% of all compounds hit somewhere here.
